Screens (PubChem BioAssay)
M4 ag = CHRM4 agonism in calcium assay. activation, % at 3 µM. P08173. 360,000 compounds, 0.14% hits. CHO-K1 hM4/Gqi5, Fluo-8 calcium fluorescence; vehicle 0%, full acetylcholine response 100%;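 active = activation above the run mean over all test wells plus 3 SD, cut at about 32% in these data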;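 note: peak over basal fluorescence ratio per well then scaled between controls; 0% = DMSO wells and 100% = acetylcholine at EC100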
Target sequence (P08173 whole entry, looked up): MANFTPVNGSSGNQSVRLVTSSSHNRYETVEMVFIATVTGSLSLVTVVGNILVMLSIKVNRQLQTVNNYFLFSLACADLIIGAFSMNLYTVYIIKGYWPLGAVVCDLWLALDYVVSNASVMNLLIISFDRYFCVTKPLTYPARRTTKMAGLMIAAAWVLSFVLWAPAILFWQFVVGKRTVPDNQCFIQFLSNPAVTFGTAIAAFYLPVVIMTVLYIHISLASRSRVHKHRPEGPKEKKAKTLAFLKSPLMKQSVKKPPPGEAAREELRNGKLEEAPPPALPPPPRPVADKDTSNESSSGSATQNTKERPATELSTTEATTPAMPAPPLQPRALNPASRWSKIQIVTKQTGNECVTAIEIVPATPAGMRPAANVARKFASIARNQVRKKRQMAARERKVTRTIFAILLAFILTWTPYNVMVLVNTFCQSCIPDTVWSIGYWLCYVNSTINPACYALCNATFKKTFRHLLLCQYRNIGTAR
CHRM1 antagonist = antagonists of human M1 muscarinic receptor; P11229; CHO-K1 hM1, Fluo-8 calcium fluorescence, ACh EC80 antagonist; inhibition, % at 3 µM; 360,000 compounds, 1.3% hits; AID 588852;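 active = percent inhibition above its own plate's cutoff, namely the mean of that plate's compound wells plus 3 SD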;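 note: peak over basal fluorescence ratio during 140 s after agonist addition; 0% = ACh EC80 plus DMSO and 100% = DMSO alone without agonist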
Target sequence (P11229 whole entry, looked up): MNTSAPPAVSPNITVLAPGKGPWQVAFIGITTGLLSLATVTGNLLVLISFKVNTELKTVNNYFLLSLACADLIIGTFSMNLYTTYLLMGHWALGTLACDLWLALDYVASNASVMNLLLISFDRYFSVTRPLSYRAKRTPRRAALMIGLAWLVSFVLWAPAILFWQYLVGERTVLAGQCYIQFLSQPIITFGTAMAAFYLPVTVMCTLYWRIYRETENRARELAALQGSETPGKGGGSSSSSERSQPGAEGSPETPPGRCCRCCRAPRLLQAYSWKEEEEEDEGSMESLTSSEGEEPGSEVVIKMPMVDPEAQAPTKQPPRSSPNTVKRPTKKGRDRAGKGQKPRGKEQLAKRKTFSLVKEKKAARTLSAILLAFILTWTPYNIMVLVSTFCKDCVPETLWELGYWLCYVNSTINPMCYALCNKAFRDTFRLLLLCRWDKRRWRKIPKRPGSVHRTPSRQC
CHRM1 PAM = potentiates human M1 receptor response to acetylcholine. activation, % at 3 µM. 360,000 compounds, 0.088% hits. CHO-K1 hM1, Fluo-8 calcium fluorescence, ACh EC20; 0% = ACh EC20, 100% = maximal ACh; in the data active = activation above about 19%, passing the limit was not always enough
M5 antag = blocks acetylcholine activation of human M5 receptor; P08912; CHO-hM5 cells, Fluo-8 calcium fluorescence, ACh EC80; inhibition, % at 3 µM; 360,000 compounds, 0.59% hits; AID 624040;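 active = inhibition above a per-plate cutoff, the mean of that plate's test compounds plus 3 SD, cut at about 27% in these data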;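 note: 0% = acetylcholine EC80 with DMSO and 100% = DMSO without agonist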
M5 ag = CHRM5 agonism in calcium assay; P08912; CHO-K1 hM5 cells, Fluo-8 calcium fluorescence; 0% DMSO wells, 100% maximal acetylcholine response; activation, % at 3 µM; 360,000 compounds, 0.19% hits; AID 624037;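 active = activation above the run's mean over test compounds plus 3 SD, cut at about 23% in these data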;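 note: signal is peak over basal fluorescence ratio across the kinetic read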
CRFBP-R2 agonist = agonists of human CRF-binding protein/CRF-R2 receptor complex; HEK293 CRF-R2/CRF-BP, calcium dye fluorescence (FLIPR); percent of saturating CRF peptide response; activation, % at 13.2 µM; 350,000 compounds, 0.46% hits; AID 588473;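 active = activation of at least 50%, plus an integration ratio under a set limit after plate pattern correction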;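 note: plate controls were neutral control wells without compound for no effect and CRF at EC100 for full effect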
M4 antag = antagonists of human muscarinic M4 receptor (CHRM4). CHO-hM4 cells, ACh EC80, Fluo-8 calcium fluorescence. 360,000 compounds, 0.73% hits. inhibition, % at 3 µM. P08173;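 active = inhibition above its plate's cutoff, the mean inhibition of sample wells plus 3 SD, cut at about 27% in these data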;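 note: 0% = acetylcholine EC80 with DMSO and 100% = DMSO without agonist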
CHRM4 PAM = potentiates acetylcholine response at human M4 receptor. P08173. activation, % at 3 µM. 360,000 compounds, 0.4% hits. CHO-K1 hM4/Gqi5, Fluo-8 calcium fluorescence, ACh EC20; 0% = ACh EC20, 100% = maximal ACh;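 active = activation above its plate's cutoff, the mean activation of sample wells plus 3 SD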; note: some results filed as inactive read as strong as hits
M5 PAM = positive allosteric modulators of human muscarinic M5 receptor; CHO-K1 hM5, Fluo-8 calcium, ACh EC20 PAM; 0% = ACh EC20, 100% = ACh EC100; activation, % at 3 µM; 360,000 compounds, 0.3% hits; AID 624038;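 active = activation above the run cutoff, the mean activation of all test compounds plus 3 SD, cut at about 18% in these data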
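System: CHO-K1 cell line with stable human muscarinic M5 receptor expression | Also added: EC20 acetylcholine as agonist stimulus | Compound: One concentration, 3 µM final (nominal) | Timing: Fluo-8 loading 80 min at 37 °C plus 30 min room temperature | Measured by: Fluo-8 calcium dye fluorescence, kinetic read | Read-out basis: % activation, ACh-normalized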
* = called active by the depositor; · = not tested or not shown.

entry	structure	CRFBP-R2 agonist	M4 antag	CHRM4 PAM	M5 ag	M4 ag	M5 PAM	CHRM1 PAM	M5 antag	CHRM1 antagonist
1	NNC(=O)c1cc2nc(-c3cccs3)cc(C(F)(F)F)n2n1	-1.7	5	-13	-4	10	-13	-12	9	12
2	CCCN(Cc1ccccc1)C(=S)Nc1cccc(C(F)(F)F)c1	-0.6	-9	-6	-6	0	-13	-28	9	9
3	N=c1c(S(=O)(=O)c2ccc(Cl)cc2)cc2c(=O)n3ccccc3nc2n1CC1CCCO1 (centres undefined)	7.8	6	3	-5	3	6	6	1	-8
4	Cc1ccc(NC(=O)COC(=O)Cc2ccsc2)cc1S(=O)(=O)N1CCOCC1	-0.8	-7	1	0	4	-2	1	2	11
5	CCOc1ccc(CCNS(=O)(=O)c2c(C)n[nH]c2C)cc1OCC	2.2	-8	8	-5	1	-2	6	-9	-13
6	Cc1cccc(NC(=O)Cc2ccc(-c3ccccc3)cc2)n1	1.4	7	-2	0	0	-11	-6	16	2
7	CCSCc1nnc(SCC(=O)Nc2cc(F)ccc2C)n1C	-0.8	-16	0	-1	1	3	7	3	-4
8	CCCCN1CC(COCc2ccccc2)Oc2cccc(Oc3cc(C)c(C)c(C)c3)c2S1(=O)=O (centres undefined)	16	-9	11	1	-1	2	-1	3	-3
9	O=C(NN=C1CCCCCC1)c1ccc(Cl)s1	0.1	-7	9	-3	-1	9	10	-6	-4
10	O[C@H]1C[C@H](c2ccc(Cl)cc2)N(CC2CCCCC2)C[C@@H]1n1cc(-c2ccc(F)cc2)nn1	0.8	-15	5	1	1	3	3	9	-6
11	Cc1ccc(C)c(S(=O)(=O)N2CCCOC2CNC(=O)C(=O)NCc2cccs2)c1 (centres undefined)	-0.2	-7	5	0	5	4	2	-2	-10
12	CC/C(=N\NC(=O)c1cccnc1)c1ccc2c(c1)OCCO2	-2.8	-2	1	-3	1	2	7	-6	-7
13	O=C(COc1ccccc1)N(Cc1cccs1)C1CCS(=O)(=O)C1 (centres undefined)	-4.6	2	-8	-4	0	-1	7	5	-10
14	COc1cccc(C(=O)N2CCN(Cc3nc(-c4ccoc4)oc3C)CC2)c1	-1.6	-8	-3	-1	1	-2	1	0	-10
15	O=C1NC(=O)C(=Cc2ccccc2[N+](=O)[O-])S1	-1.4	-5	5	6	1	-8	6	-2	-18

(continued)
entry	structure	CRFBP-R2 agonist	M4 antag	CHRM4 PAM	M5 ag	M4 ag	M5 PAM	CHRM1 PAM	M5 antag	CHRM1 antagonist
16	CCCCC(=O)Nc1ccc(N2CCN(C(=O)c3ccco3)CC2)cc1	0.2	-4	0	-3	2	-5	16	4	-13
17	CCOC(=O)CC(NS(=O)(=O)c1ccc(NC(C)=O)cc1)c1ccc(OCC)cc1 (centres undefined)	4.9	3	5	3	2	-3	3	-2	-14
18	CCOC(=O)c1ccc(Oc2nc(NC)nc(OC)n2)cc1	-1.2	12	-5	-2	0	5	7	-4	-8
19	O=C(COc1cccc2ccccc12)NNC(=O)Nc1ccccc1	0.5	9	-9	0	1	-6	0	5	-1
20	CCC1(C)OC(=O)NN(c2ccc(C)cc2)C1(C)O (centres undefined)	0.2	2	11	-3	1	-7	8	9	-10
21	NC(=O)C1C(c2ccccc2)=C1c1ccccc1	-1.3	10	-7	3	4	-6	10	3	-12
22	CC(NC(=O)c1cc(-c2ccccn2)nc2ccc(Cl)cc12)C1CCCO1 (centres undefined)	-7.0	-10	-7	1	9	-12	0	8	-2
23	Cc1ccc(CC2(OCCN(C)C)CCC(C(C)(C)C)CC2)cc1 (centres undefined)	0.9	11	0	8	11	6	5	3	-2
24	Cc1ccc(S(=O)(=O)N2CCN(C(=S)NCC3CCCO3)CC2)cc1 (centres undefined)	-0.4	-4	2	-1	2	-3	14	1	-14
25	O=C(NCCOc1ccccc1)c1cccc(S(=O)(=O)N2CCN(Cc3ccccc3)CC2)c1	6.8	-8	-8	0	7	-10	-6	5	-4
26	O=C(c1ccc(S(=O)(=O)N2CCCCC2)cc1)N1CCN(Cc2ccc3c(c2)OCO3)CC1	0.2	-1	-3	0	5	-2	2	2	-8
27	O=C(OCC(=O)N1CCN(C(=O)c2ccco2)CC1)c1cc(-c2cccc(Br)c2)nc2ccccc12	0.8	28*	-23	6	9	-8	-4	12	14
28	Cc1ccc(NC(=O)c2ccc(C(C)(C)C)cc2)cc1[N+](=O)[O-]	0.7	-6	6	-2	1	-2	11	-4	-13
29	CCC(C)[C@H](NC(=O)NCCC1=CCCCC1)C(=O)O (some centres undefined)	-0.8	0	6	1	1	5	11	0	-20
30	COc1ccc(NC(=O)CN(c2ccc(F)cc2)S(=O)(=O)c2ccccc2)c(OC)c1	-0.2	1	-4	-4	0	-3	0	16	0

The last 2 records of the section before come first, to join the parts:
entry	structure	CRFBP-R2 agonist	M4 antag	CHRM4 PAM	M5 ag	M4 ag	M5 PAM	CHRM1 PAM	M5 antag	CHRM1 antagonist
29	CCC(C)[C@H](NC(=O)NCCC1=CCCCC1)C(=O)O (some centres undefined)	-0.8	0	6	1	1	5	11	0	-20
30	COc1ccc(NC(=O)CN(c2ccc(F)cc2)S(=O)(=O)c2ccccc2)c(OC)c1	-0.2	1	-4	-4	0	-3	0	16	0
31	COC(=O)c1c(C)oc2ccc(N(C(=O)c3ccncc3)S(=O)(=O)c3ccccc3)cc12	-2.7	-10	-1	1	6	-10	-6	0	-2
32	CCc1ccc(NC(=O)C(=O)N/N=C(\C)CC(=O)NCc2ccc(Cl)cc2)cc1	2.8	-10	16	-5	3	5	10	-1	-10
33	O=S(=O)(Nc1nc2ccccc2nc1N1CCc2ccccc2C1)c1ccc(Cl)cc1	-0.3	-12	-8	1	0	-5	3	-2	-4
34	O=C(NCC1CCCCC1)c1cccc([N+](=O)[O-])c1	2.5	3	-6	-2	0	0	2	5	-6
35	COc1cc(CN(C)C(=O)C(=O)c2c[nH]c3ccccc23)ccc1O	-3.1	4	-5	0	4	-1	-9	21	15
36	CC1(C(=O)NS(=O)(=O)c2cccc(Cl)c2)CCN1C(=O)C1CC1 (centres undefined)	·	4	1	0	0	6	3	1	-1
37	Cc1cccc(OCCCc2c(C)n[nH]c2C)c1	-2.1	1	7	4	4	3	-4	-2	3
38	Cc1ccnc(OC(C(=O)O)C(OCc2ccccc2)(c2ccc(F)cc2)c2ccc(F)cc2)n1 (centres undefined)	0.4	-8	2	9	0	5	0	-22	-5
39	COCCN1C(=O)C(C(=O)OC)CC2=C1CC(C)(C)CC2=O (centres undefined)	-3.6	-12	2	1	0	-1	5	-7	-9
40	O=C(c1cccc(F)c1)N1CCN(c2cc(N3CCCCC3)c(F)cc2[N+](=O)[O-])CC1	-2.9	-7	0	1	-1	-2	3	3	-11
41	NC(=O)CCCc1nc(-c2ccccc2)no1	-1.3	8	-5	-2	1	-5	5	8	-7
42	CC(C)CCNC(=O)c1cn(CC(C)C)c(=O)c2c1c1ccccc1n2C	-3.1	4	-5	-1	1	-8	-1	17	4
43	CCCCn1c(SCC(=O)NC2CCS(=O)(=O)C2)nnc1-c1ccc(OC)cc1 (centres undefined)	2.1	-1	1	0	2	-7	3	5	-1
44	CCN(CC)S(=O)(=O)c1ccc(OC(C)C)c(NC(=O)c2c3c(nc4ccccc24)CCN(Cc2ccccc2)C3)c1	2.3	11	-20	0	10	-12	-13	10	30
45	CC(C)C(c1nnnn1C1CCCCC1)N1CCc2ccccc2C1 (centres undefined)	-0.6	4	-8	-3	-1	-2	-3	0	3

Additional results
entry	structure	CRFBP-R2 agonist	M4 antag	CHRM4 PAM	M5 ag	M4 ag	M5 PAM	CHRM1 PAM	M5 antag	CHRM1 antagonist
46	CC(=O)Nc1cccc(NC(=O)CSc2nc(=O)n(Cc3ccncc3)c3c2CCC3)c1	1.8	-19	11	-1	1	-6	8	6	-16
47	CC1CN(Cc2nc3ccccc3c(=O)[nH]2)CC(C)O1 (centres undefined)	-1.3	-10	-7	0	20	-12	-11	10	10
48	O=C1CSC(=S)N1N=Cc1ccc(OCc2ccccc2)cc1	-0.6	-1	1	0	1	-5	-4	7	10
49	Cc1ccc(NC(=O)c2ccccc2-c2ccccc2C(=O)O)cc1C	-3.1	0	0	-2	1	7	11	-13	-1
50	O=C(C1=C(O)C(=O)N(CC2CCCO2)C1c1cccnc1)c1ccco1 (centres undefined)	-0.3	12	-2	-4	0	-4	1	-5	-1
51	COC(=O)COc1ccc(S(=O)(=O)N2CCCCCC2)cc1C	-0.4	-5	4	-2	1	-1	9	7	-11
52	C=CCn1c(SCC(=O)NC(=O)c2cccn2C)nc2ccccc2c1=O	1.0	2	1	1	5	5	2	6	2
53	CCOC(=O)c1ccc(Nc2nc(N)c3cc(OC)c(OC)cc3n2)cc1	-1.8	-4	-5	0	7	-2	1	1	1
54	COc1cccc(N2CCN(c3ccc4nnc(CCC(=O)Nc5cccc(C(C)=O)c5)n4n3)CC2)c1	0.5	1	8	-4	1	1	4	-4	3
55	Cc1nn(CC(O)c2ccccc2)c(C)c1Br (centres undefined)	-0.9	17	-4	-1	0	-2	5	10	1
56	O=C(Cn1nnc(-c2ccc(CN3CCOCC3)cc2)n1)N(c1ccccc1)c1ccccc1	-0.3	5	7	1	1	23*	1	2	6
57	COc1ccc(-c2nnc(OCc3nc4ccccc4n3C)c3ccccc23)cc1	-2.6	5	9	-4	-3	0	-7	3	-2
58	CCOc1ccc(CNC(=O)c2ccc3c(c2)N(CC)CCS3)cc1	-2.0	-6	-4	-3	11	-7	0	3	-4
59	COc1ccc(C)cc1NC(=O)c1ccc(CN2CCN(c3ccccc3)CC2)cc1	-1.5	5	-2	-3	-1	0	-5	-4	-6
60	NC(=S)NN=C1CCCCCCCCCC1	2.5	-5	2	1	0	6	6	4	-18
